TTR transcr act – TTR transcription activators in neuroblastoma reporter cells, primary screen, cell-based, luminescence, SH-SY5Y, TTR promoter Gaussia luciferase | actives 1.3% (n = 92,000) | 100% = recombinant luciferase protein wells | activation, % at 16.7 µM;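 active means activation above the mean of all tested compounds plus 3 SD, cut at about 9.5% in these data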;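 further: cells exposed to compounds for one day before reading; 0% = median of all test compound wells on the plate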
An asterisk follows results filed as active.

nr	SMILES	TTR transcr act
1	COc1ccc(CN=C(C#N)C2=C(O)c3ccccc3C2=O)cc1	3.2
2	Clc1ccc(-n2c(SC/C=C/c3ccccc3)nnc2-c2cccnc2)cc1	-2.9
3	CCN(C(=O)COC(=O)c1cccc(S(=O)(=O)N2CCOCC2)c1)C1CCS(=O)(=O)C1 (stereo not drawn)	0.3
4	Cc1ccc(-c2c(C)sc(NC(=O)C3C4CCC(O4)C3C(=O)O)c2C(=O)OC(C)C)cc1 (stereo not drawn)	-7.1
5	CC(=O)N1c2c(cc(Br)cc2S(=O)(=O)NCc2ccc(C)cc2)CC1C (stereo not drawn)	1.6
6	CCCCNC(=O)c1nc(C2CCN(S(=O)(=O)c3ccccc3C(F)(F)F)CC2)oc1-c1ccccc1	0.0
7	COc1ccc(C(=O)Nc2ccc3c(c2)OCO3)cc1OC	-1.6
8	CCNS(=O)(=O)c1ccc(CCC(=O)NCc2ccccn2)cc1	-1.8
9	Cc1ccc(NC(=O)c2cc(S(=O)(=O)N3CCOCC3)c(Br)s2)cc1	-0.7
10	CC1(C(=O)Nc2ccc3c(c2)OCO3)CCN1Cc1csc2ccccc12 (stereo not drawn)	-1.6
11	CCn1c(SCC(=O)N/N=C/C(C)=C/c2ccco2)nnc1-c1ccccc1	-1.1
12	Cc1nnc(SCC(=O)NC2CCCc3c2cnn3-c2ccccc2F)o1 (stereo not drawn)	-0.7
13	C=CCCC(=O)NC1CCCc2c1cnn2-c1ccccc1F (stereo not drawn)	-1.3
14	COc1ccc(C(=O)CSc2nnc(CN3CCCCC3)n2-c2ccc(F)cc2)cc1OC	1.7
15	Cc1ccc(CN2C(=O)CCC2C(=O)NCc2cccnc2)cc1 (stereo not drawn)	2.9
16	COc1cc(C(=O)OCCCN2CCOCC2)ccc1O	-0.6
17	O=C(NN1C(=O)C2C(C1=O)C1C=CC2C12CC2)c1ccccc1Cl (stereo not drawn)	-2.4
18	COC(=O)c1ccc(NC(=O)C(=O)c2cn(CC(=O)N3CCOCC3)c3ccccc23)cc1	0.2
19	CC(=O)N1CCOc2ccc(S(=O)(=O)NCCc3cccc(C)c3)cc21	-0.3
20	CCSc1nc(O)c(C(c2cccc(OC)c2)c2c(O)nc(SCC)[nH]c2=O)c(=O)[nH]1	1.1
21	Cc1ccc[n+](C2=C([O-])c3ccccc3C(=O)C2=O)c1	1.5
22	Cc1oc(-c2cccc(Br)c2)[n+]([O-])c1C	-1.2
23	CC[C@]1(C(=O)OC)[C@H]2C(=O)N(Cc3ccccc3)C(=O)[C@H]2[C@H]2CN=C(SCc3ccc(C#N)cc3)N21	-1.2
24	C#CCN1CC(N(C)CCO)CS1(=O)=O (stereo not drawn)	3.9
25	CCCCNC(=O)c1ccccc1C(=O)NC1(C(=O)NCCCC)CCCC1	1.8
26	COc1ccc(-c2cc(C#N)nc(N3CCN(c4ccccc4)CC3)n2)cc1	5.2
27	CC(=O)c1cccc(N(CC(=O)NC2CCCCC2)C(=O)c2csnn2)c1	-0.4
28	O=C(Nc1cccc(C(F)(F)F)c1)C1CCCN(c2ncccn2)C1 (stereo not drawn)	-0.7
29	CCCCCOc1ccc(Cn2ccnc2)cc1[N+](=O)[O-]	-3.5
30	Clc1cccc(Cc2c(-c3cccc(Cl)c3)nc3c4ccccc4ccn23)c1	2.7
31	Cc1ccn2c(=O)nc(SCC(=O)Nc3cccc4ccccc34)nc2c1	0.3
32	C[C@H](CO)N1C[C@H](C)[C@@H](CN(C)C(=O)Nc2ccc(C(F)(F)F)cc2)Oc2ccc(NC(=O)Nc3ccccc3)cc2C1=O	-0.9
33	COC(=O)c1cc(S(=O)(=O)NCC(C)c2ccccc2)c[nH]1 (stereo not drawn)	4.4
34	O=C(Cn1cc(S(=O)(=O)Cc2cccc([N+](=O)[O-])c2)c2ccccc21)N1CCOCC1	-0.3
35	Cc1ccc(NC(=O)CCC(=O)OCCCC(F)(F)C(F)(F)F)cc1	-1.9
36	O=C(O)CC/C(=N/NC(=O)c1cn(-c2ccccc2)nc1-c1ccccc1)C(=O)O	-1.1
37	CC(C)CNC(=O)CSc1nnc2ccccn12	11.5*
38	O=C(NCc1cccs1)c1cc(-c2ccc(O)cc2)on1	-1.9
39	O=C1c2ccccc2C(=O)N1C1C(=O)N2CCSC12C(=O)OCc1ccccc1 (stereo not drawn)	0.5
40	O=C(CC1(CC2=NS(=O)(=O)c3ccccc3N2)CCCC1)NCCc1ccccc1	-0.6
41	Cn1c(SCC(=O)Nc2nc(C(C)(C)C)cs2)nnc1C1CC1	2.4
42	COC(=O)c1cc(-c2cc(Cl)cc(Cl)c2)c(=O)n2c1CCC2	3.8
43	CCc1cc(CN2CCOCC2)c(NC(=O)c2ccccc2)s1	-1.1
44	O=C(Nc1nnc(SCc2ccccc2)s1)c1ccco1	0.4
45	Cc1cc(C)n2ncc(C(=O)Nc3ccc4c(c3)OCCO4)c2n1	2.8
46	O=C(N/N=C\c1cccc(Br)c1)c1ccccc1-n1cccc1	0.5
47	CCc1c(C)sc(NC(=S)N2CCN(CC)CC2)c1C(=O)OC	-1.3
48	O=C(Nc1nccs1)c1ccc2sc([C@H]3C[C@H](O)[C@@H](CO)O3)nc2c1	-0.3
49	CC1(C)Nc2ccccc2C(=O)N1c1ccccc1	-1.5
50	CC1(C)OC(=O)C=C(CC2NS(=O)(=O)OC3CCCCC23)O1 (stereo not drawn)	8.2
51	Nc1ccc(Nc2ccccc2N)cc1	0.6
52	O=C(OCCN=C1NS(=O)(=O)c2ccccc21)c1cccc([N+](=O)[O-])c1	1.9
53	NC(=O)c1cccnc1Oc1ccc(Cl)cc1Cl	-1.7
54	CCCOC(=O)c1ccc(NC(=O)c2ccccc2OC)cc1	-1.9
55	CCS(=O)(=O)c1ccc(O)c(NC(=O)Nc2ccc(C(C)(C)C)cc2)c1	-0.3
56	N#Cc1ccc(Oc2ccc(/C=N/O)cn2)cc1	80.8*
57	Cc1nnc(SCC(=O)NN2C(=O)NC3(CCCCC3)C2=O)s1	11.2*
58	O=C(Nc1nc(-c2nc3ccccc3s2)cs1)C1COc2ccccc2O1 (stereo not drawn)	2.0
59	COc1cc(SC)ccc1C(=O)OCC(=O)N1CC(=O)Nc2ccccc21	1.4
60	CC1CCN(c2ccc([N+](=O)[O-])c(SCCO)c2)CC1	-0.8

In the list so far, these have a nitro group on carbon:
nr	SMILES	TTR transcr act
29	CCCCCOc1ccc(Cn2ccnc2)cc1[N+](=O)[O-]	-3.5
34	O=C(Cn1cc(S(=O)(=O)Cc2cccc([N+](=O)[O-])c2)c2ccccc21)N1CCOCC1	-0.3
52	O=C(OCCN=C1NS(=O)(=O)c2ccccc21)c1cccc([N+](=O)[O-])c1	1.9
60	CC1CCN(c2ccc([N+](=O)[O-])c(SCCO)c2)CC1	-0.8

(continued)
nr	SMILES	TTR transcr act
61	COc1ccc(OC)c(NC(=O)Cn2c(-c3ccc(Cl)cc3)noc2=O)c1	0.8
62	COc1ccc(S(=O)(=O)N[C@@H](CSCc2ccccc2)C(=O)O)cc1	-1.1
63	Cc1ccc(CNC(=O)c2ccccc2CCc2ccccc2)cc1	0.3
64	CCCCNC(=O)C[C@H]1C[C@@]2(C(=O)OC)C(=C[C@H](C(C)C)O[C@@H]2C2CC2)N(CCc2ccc(OC)c(OC)c2)C1=O	0.2
65	CN1C=CC=C/C1=C1\SC(=S)N(C2CCCCC2)C1=O	0.0
66	COc1ccc(Cl)cc1NC(=O)CN(C)C(=O)CCc1nc2ccccc2c(=O)[nH]1	2.7
67	O=C(COC(=O)c1ccc(S(=O)(=O)N2CCOCC2)cc1)Nc1ccccc1OC(F)F	0.8
68	Cc1ccc2cc(CCNC(=O)c3ccc4c(c3)OCO4)c(=O)[nH]c2c1	-0.8
69	Cc1cc2n(c(=O)c1C#N)CCCN2c1cccc(Cl)c1	-3.0
70	Cn1c(SCC(=O)NCc2ccc(F)cc2)nc2c([nH]c3ccccc32)c1=O	-0.1
71	COc1ccc(OCC(=O)Nc2ccc(S(=O)(=O)N3CCCCC3)cc2)cc1	-0.7
72	O=C(NCc1ccc(F)cc1)c1cnn2ccccc12	0.8
73	CCCCCCN1C[C@H](n2cc(-c3ccc(F)cc3)nn2)[C@@H](O)C[C@@H]1c1ccc(Cl)cc1	-0.2
74	COc1ccc(CCn2c(-c3ccc(F)cc3)nc3c(c(=O)c4ccccc4n3C)c2=O)cc1OC	-0.1
75	CSc1nc2ccc(NC(=O)c3ccc(Cl)s3)cc2s1	0.6
76	CCc1ccccc1-n1c(SCC(=O)N2CCCC2)nc2[nH]ncc2c1=O	-0.9
77	COc1ccc(-c2nc(NC(=O)c3ccco3)sc2C)cc1	3.0
78	COc1ccc(NC(=S)N(Cc2ccc(N(C)C)cc2)Cc2ccco2)cc1	-1.3
79	COc1cccc(OC)c1NC(=O)CN1CCN(C)CC1	-0.6
80	O=C(CNC1CCCCC1)Nc1cc(S(=O)(=O)N2CCOCC2)ccc1Cl	1.2

Molecules from the list above that contain a CF3 group (4):
nr	SMILES	TTR transcr act
6	CCCCNC(=O)c1nc(C2CCN(S(=O)(=O)c3ccccc3C(F)(F)F)CC2)oc1-c1ccccc1	0.0
28	O=C(Nc1cccc(C(F)(F)F)c1)C1CCCN(c2ncccn2)C1 (stereo not drawn)	-0.7
32	C[C@H](CO)N1C[C@H](C)[C@@H](CN(C)C(=O)Nc2ccc(C(F)(F)F)cc2)Oc2ccc(NC(=O)Nc3ccccc3)cc2C1=O	-0.9
35	Cc1ccc(NC(=O)CCC(=O)OCCCC(F)(F)C(F)(F)F)cc1	-1.9

Other results
nr	SMILES	TTR transcr act
81	Nc1cc(=O)[nH]c(SCC(=O)Nc2cc(S(=O)(=O)N3CCOCC3)ccc2Cl)n1	-0.5
82	COc1ccccc1N1CCN(C(=O)CCc2nnc3ccc(N4CCC(C)CC4)nn23)CC1	-1.7
83	CC(=O)Nc1ccc(SC(Sc2ccc(NC(C)=O)cc2)c2ccccc2)cc1	-1.1
84	N#Cc1ccc(S(=O)(=O)N2CCc3[nH]c4ccc(F)cc4c3C2)cc1	2.1
85	CC(C)(C)S(=O)(=O)c1cnc(-c2ccc(Cl)cc2)nc1N	-0.6
86	CC(=O)Nc1ccc(N2C(=O)CC(N3CCSCC3)C2=O)cc1 (stereo not drawn)	1.6
87	CCN(CC)C(=O)Cn1cc(S(=O)(=O)CC(=O)Nc2cc(OC)ccc2OC)c2ccccc21	-0.8
88	O=C(CCc1ccccc1)NNC(=S)Nc1ccc(F)cc1	8.2
89	CN(C)CCn1c2c(c(SCC(=O)Nc3ccccc3)nc1=O)CCCC2	2.5
90	CCc1ccc(N(CC(=O)NC2CCCC2)C(=O)CCC(=O)Nc2ccccn2)cc1	3.4
91	COCc1cc(=O)[nH]c(-c2ccccc2OC(F)(F)F)n1	9.3
92	CCOc1cc(C(=O)N/N=C/c2ccsc2)cc(OCC)c1OCC	-2.3
93	Cc1cccc2sc(NNC(=O)c3cc(=O)c4ccccc4o3)nc12	0.4
94	CCCCN1C(=N)N([C@@H](CCC)CN2CCC[C@H]2CN2C(N)=NC[C@H]2C(C)C)C[C@H]1[C@H](C)CC	2.6
95	Cc1cc(NC(=S)Nc2cccc3ccccc23)n[nH]1	-1.2
96	COC(=O)C[C@H]1CC[C@@H]2[C@H](COc3ccc(NC(=O)c4cnccn4)cc3C(=O)N2C)O1	0.1
97	C[C@H]1CN([C@@H](C)CO)C(=O)CCCn2nncc2CO[C@H]1CN(C)C(=O)Nc1cccc(Oc2ccccn2)c1	1.1
98	CCc1ccccc1NC(=O)C1COc2ccccc2O1 (stereo not drawn)	0.4
99	CCN(CC)c1ncnc2c1nnn2C	-0.6
100	COc1cccc(-c2nc(CS(=O)(=O)CC(=O)NCCc3cc(OC)ccc3OC)c(C)o2)c1	0.2
101	O=C(CC12CC3CC(C1)CC(CC(=O)N1CCCC1)(C3)C2)N1CCCC1	6.7
102	O=C(NCc1cccs1)c1csc([C@@H]2C[C@H](O)[C@@H](CO)O2)n1	2.4
103	Cc1noc(C)c1COC(=O)c1ccccc1NC(=O)c1ccco1	-1.6
104	COc1ccc(S(=O)(=O)NN(C)c2ncc(C(F)(F)F)cc2Cl)cc1	0.9
105	CCN(CC)c1ccc(C=Nc2ccc(C)cc2C)c(O)c1	0.3
106	COc1ccc(C)cc1NC(=O)CNCc1cccs1	-0.7
107	Cc1cc(NC(=O)CN2C(=O)NC(Cc3ccccc3)C2=O)no1 (stereo not drawn)	6.4
108	O=C(O)c1cccc(Br)c1	-0.8
109	CCCS(=O)(=O)Nc1c(OC)ccc2c1c(C(=O)OCC)c(C)n2C	4.0
110	CCOC(=O)CNC(=O)c1cccnc1Oc1ccc(Cl)cc1	2.6
111	CN(c1ccc(C(=O)Nc2nccs2)cc1)S(=O)(=O)c1ccccc1	-0.5
112	CSc1ccn(CCC(=O)O)c(=O)n1	4.6
113	CCC(CC)COC(=O)C(C#N)c1nc2ccccc2nc1N1CCN(CC)CC1 (stereo not drawn)	0.7
114	O=C(NC1CCCCC1)c1ccccc1NC(=O)C1CC(=O)N(c2ccccc2)C1 (stereo not drawn)	3.9
115	O=C(OCc1ccc([N+](=O)[O-])cc1)c1ccc(N2CCCC2)c([N+](=O)[O-])c1	0.5
116	CC(C)n1nc(C(=O)Oc2cccc(Cl)c2Cl)c2ccccc2c1=O	0.6
117	COc1ccc(CNC(=O)O[C@H]2CC[C@@]34CCCN3C(=O)CCC[C@H]4C2)cc1	2.2
118	O=C(NCC1CCCO1)C(c1cccs1)N(Cc1cccs1)C(=O)c1ccc(-c2ccccc2)[nH]1 (stereo not drawn)	-0.2
119	COc1ccc(C(=O)Nc2nc(-c3ccccc3)c(C(C)=O)s2)c(OC)c1	2.6
120	CN(CCc1ccccc1)C(c1ccnc2ccccc12)c1nnnn1-c1ccc2c(c1)OCCO2 (stereo not drawn)	-0.1
121	C=CCn1c(SCC(=O)NNC(=S)Nc2ccccc2)nnc1-c1ccccc1	-1.8
122	C/C(N)=C(/C#N)C(=O)COC(=O)c1ccc(C#N)cc1	0.8
123	CCOC(=O)/C=C1\SCC(=O)N1CC(=O)N1CCOCC1	-0.3

An excerpt; count on the stated rates, not on these rows.
